NPY2 pot ag = potentiators or agonists of human neuropeptide Y receptor Y2 | P49146 | cells expressing NPY-Y2, potentiator/agonist read-out | activation, % at 3.6 µM | 220,000 tested, 0.45% active | AID 1359; in the data active = activation above about 27%;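 also: cells stimulated with NPY near EC25 plus isoproterenol at EC100; 0% = vehicle plus submaximal agonist and 100% = vehicle plus saturating agonist; some results beyond the cut were filed as inactive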
Ba/F3 V617F tox = loss of viability in JAK2V617F-driven Ba/F3 cells. Ba/F3 EpoR-JAK2V617F viability, ATP luminescence. inhibition, % at 5.6 µM. 220,000 tested, 1.1% active. AID 1446;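 active = inhibition above the campaign mean plus 3 SD over all tested compounds, cut at about 24% in these data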;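 also: cytokine-independent growth of Ba/F3 cells driven by EpoR plus mutant JAK2; 0% = DMSO-treated cells and 100% = JAK inhibitor I control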
RBBP9 inhibitor = inhibitors of human serine hydrolase RBBP9; O75884; recombinant RBBP9, FP-Rh probe fluorescence polarization; inhibition, % at 7.94 µM; 220,000 tested, 0.2% active;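 active = inhibition above the campaign mean of all tested compounds plus 3 SD, cut at about 14% in these data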;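 also: plate controls were DMSO wells with RBBP9 for no effect and wells lacking RBBP9 protein for full effect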
Target sequence (O75884 whole entry, looked up): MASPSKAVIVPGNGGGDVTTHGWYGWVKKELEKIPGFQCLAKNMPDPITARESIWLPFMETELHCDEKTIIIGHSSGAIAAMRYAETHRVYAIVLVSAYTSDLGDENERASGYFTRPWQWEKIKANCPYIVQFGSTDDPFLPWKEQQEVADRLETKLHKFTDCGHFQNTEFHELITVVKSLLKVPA
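System: RBBP9 protein / Quantity: 2.5 µM RBBP9 dispensing solution, before mixing / Also added: Serine-hydrolase probe FP-Rh, 375 nM pre-mixing / Dosing: 7.94 µM single dose, 0.794% DMSO / Timing: enzyme-compound preincubation 30 min, then probe labeling 45 min, 25 °C / Signal: FP readout at 525/598 nm / Controls: DMSO-treated enzyme wells and wells lacking RBBP9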
S1P4 ag = activates the human S1P4 receptor | O95977 | S1P4-expressing cell line, agonist reporter assay | activation, % at 4.98 µM | 220,000 tested, 0.35% active | AID 1509; in the data active = activation above about 11%;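 also: 0% = DMSO vehicle and 100% = reference agonist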
Target sequence (O95977 whole entry, looked up): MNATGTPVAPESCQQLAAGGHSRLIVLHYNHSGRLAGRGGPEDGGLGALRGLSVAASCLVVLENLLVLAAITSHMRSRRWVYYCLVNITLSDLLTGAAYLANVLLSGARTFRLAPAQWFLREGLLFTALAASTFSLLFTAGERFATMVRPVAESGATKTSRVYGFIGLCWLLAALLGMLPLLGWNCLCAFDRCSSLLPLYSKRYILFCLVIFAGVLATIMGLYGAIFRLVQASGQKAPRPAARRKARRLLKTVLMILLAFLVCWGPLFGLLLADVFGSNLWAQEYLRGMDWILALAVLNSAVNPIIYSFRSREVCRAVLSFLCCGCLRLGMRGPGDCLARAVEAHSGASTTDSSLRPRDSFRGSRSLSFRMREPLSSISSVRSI
Runt-CBFb FRET = inhibitors of human RUNX1 Runt domain binding to CBFb; inhibition, % at 20 µM; AID 1496; Cerulean-Runt/Venus-CBFb FRET ratio 530/480, 1 h; 220,000 tested, 0.46% active;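 active = inhibition over about 50% at 20 µM in the single-dose screen, limit read from the data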;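 also: 0% = DMSO wells and 100% = excess unlabeled CBFb competitor control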
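Measured by: fluorescence energy transfer, 422 nm excitation, 530/480 nm emission; test system: Cerulean-tagged RUNX1 Runt domain (FRET donor) fusion protein; buffer or medium: Tris pH 7.5 buffer with BSA; compound: one dose, 20 µM compound, 1% DMSO; times: two 1 h room-temperature incubations shielded from light; benchmarks: unlabeled CBFb 5 µM, positive control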
NPY Y1 blocker = antagonists of human neuropeptide Y receptor Y1; P25929; HEK293-CNG Y1 cells, membrane potential fluorescence; NPY at EC95, then isoproterenol; inhibition, % at 3.6 µM; 200,000 tested, 1% active; AID 1040;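 active = inhibition above the campaign mean inhibition of all tested compounds plus 3 SD, cut at about 20% in these data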;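 also: 0% = DMSO wells given NPY plus isoproterenol and 100% = isoproterenol alone without NPY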
Target sequence (P25929 whole entry, looked up): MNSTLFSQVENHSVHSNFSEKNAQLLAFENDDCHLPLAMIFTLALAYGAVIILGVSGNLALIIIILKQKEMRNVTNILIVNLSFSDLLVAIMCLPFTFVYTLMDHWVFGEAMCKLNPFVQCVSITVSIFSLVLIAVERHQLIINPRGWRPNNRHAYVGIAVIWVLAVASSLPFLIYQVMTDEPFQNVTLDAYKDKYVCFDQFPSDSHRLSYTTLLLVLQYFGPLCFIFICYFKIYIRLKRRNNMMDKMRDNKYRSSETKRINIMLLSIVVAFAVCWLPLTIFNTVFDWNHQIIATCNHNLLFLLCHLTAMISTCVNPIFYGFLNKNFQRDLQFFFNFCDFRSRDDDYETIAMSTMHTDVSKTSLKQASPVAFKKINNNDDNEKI
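Material: HEK293 cells co-expressing NPY Y1 receptor and cyclic-nucleotide gated channel. Timing: compound incubation 1 h at room temperature, readout 45 min post-stimulation. Signal: fluorescence, membrane potential probe.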
BaF3 parental = counter-screen for JAK2V617F inhibitors: parental Ba/F3 viability inhibitors. CellTiter-Glo ATP luminescence. inhibition, % at 5.6 µM. 220,000 tested, 1.1% active;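 active = inhibition above a per-campaign cutoff, the mean inhibition of all tested compounds plus 3 SD, cut at about 27% in these data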;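 also: 0% = DMSO wells and 100% = JAK Inhibitor I control wells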
S1P4 antagonist = antagonists of human S1P4 receptor; O95977; S1P4-expressing cells, antagonist mode, reporter read-out; inhibition, % at 4.98 µM; AID 1510; 220,000 tested, 0.26% active; in the data active = inhibition above about 29%;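 also: 0% = wells stimulated with agonist and 100% = vehicle wells without agonist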
NPY1 pot ag = potentiates or activates human NPY-Y1 receptor. NPY-Y1 expressing cells, potentiator/agonist activation. AID 1304. activation, % at 3.6 µM. 220,000 tested, 0.37% active. P25929; in the data active = activation above about 33%, passing the limit was not always enough;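 also: cells stimulated with NPY at EC10 then isoproterenol at EC100; 0% = low agonist plus stimulus and 100% = saturating agonist plus stimulus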
Numbers without * were called inactive; nt = not tested or not shown; & = joins results of further samples.

Each structure is followed by: NPY2 pot ag, Ba/F3 V617F tox, RBBP9 inhibitor, S1P4 ag, Runt-CBFb FRET, NPY Y1 blocker, BaF3 parental, S1P4 antagonist, NPY1 pot ag
COc1ccc(NC(=O)CCN2C(=O)/C(=C/c3ccc4c(c3)OCO4)SC2=S)cc1
→ 2, -2, 0, 1.6, -32, nt, -11, 5, 16
CC(Oc1ccc(-c2nccc(-c3ccccn3)n2)cc1)C(=O)NN (configuration not stated)
→ -1, 2, -10, -0.8, 2, 2, 4, -4, -6
C=CCN=C1SC(C)(C)C(=O)N1S(=O)(=O)c1ccc(C)cc1
→ -10, -3, 4, -2.2, 0, -2, 2, -14, -2
CSc1cccc(NC(=S)N(Cc2ccccc2)Cc2cccnc2)c1
→ 6, -2, -2, 0.2, -2, 2, 1, 1, 1
O=C(COC(=O)C1=COCCO1)NC(=O)c1ccc(OC(F)F)cc1
→ 0, -1, -4, 0.7, -2, -1, 3, -17, 2
CCOc1ccc(/C=C/C(=O)Nc2ccc(N3CCOCC3)cc2)cc1
→ 4, 1, -8, 1.4, 0, -3, 7, -6, 17
CCCn1nnc(NC(=O)c2ccc(Br)cc2)n1
→ 8, -2, -6, -1.2, 1, -1, 2, -2, 9
CCCCC(=O)Nc1ccc(F)c(Cl)c1
→ -7, -3, 0, -0.3, 0, -6, 3, -5, -11
COc1ccc(NC(=O)CCC(=O)OCc2ccc(C(=O)Oc3ccc(Cl)cc3)cc2)cc1
→ -10, -2, 1, 1.7, 0, 1, 3, -2, 21
C=CCn1c(=NC(=O)C2COc3ccccc3O2)sc2cc(S(N)(=O)=O)ccc21 (configuration not stated)
→ -10, -1, -7, 0.4, -1, 3, 8, -7, -28
COc1ccccc1C(=O)NNC(=O)c1ccc(NC(=O)c2ccccc2)cc1
→ 12, -2, -2, -0.2, 0, -1, 1, -4, 10
CC(O)c1cccc(NC2=CC(=O)CC(C)(C)C2)c1 (configuration not stated)
→ 11, -5, -8, -0.4, 0, -2, 0, 8, 1
Cc1nn(-c2cccc3cccnc23)c(=O)c2ccccc12
→ 0, 0, 0, 1.2, -3, 8, 2, -1, -10
O=C(O)c1cc(-c2ccccc2)nc2nc(N3CCCCC3)sc12
→ -1, -2, 2, 0.0, 11, 1, -1, 3, -2
Cc1ccc(OCC(=O)Nc2sc3c(c2C#N)CCC3)cc1
→ -7, -6, -9, 4.1, -2, 11, 0, -40, -5
O=C(Nc1ccccc1)C1=C(O)CC(c2ccoc2)CC1=Nc1ccccc1 (configuration not stated)
→ -2, 4, -9, 0.6, 23, 2, 4, -20, -9
CCC(=O)N1c2ccc(S(=O)(=O)CCC(=O)N3CCN(c4ccccc4)CC3)cc2CC1C (configuration not stated)
→ 7, 0, -3, -0.8, 1, 2, 4, -5, 7
COc1ccccc1C(=O)NN1C(=O)/C(=C/c2cccn2C)SC1=S
→ 19, -3, -2, 0.1, -8, nt, 5, -2, 12
Cc1ccc(OCC(=O)N(C)CCc2ccccn2)cc1
→ 12, -3, -2, -0.7, -2, -2, -2, 7, 12
Cc1nn(C2CCS(=O)(=O)C2)c(Cl)c1/C=C/C(=O)OCC(=O)N(C)C (configuration not stated)
→ 10, 3, -9, -0.8, 1, 3, 1, 5, -5
COc1cc(/C=C/c2ccc3c(Br)cc(Br)c(O)c3n2)ccc1O
→ 8, -5, 17*, -3.0, -29, nt, 1, 7, 22
Cc1cc(OCCNCCO)cc(C)c1Cl
→ -22, 4, -5, -1.6, -1, 1, 5, 4, -30
CCCCNC(=O)Nc1ccccc1Br
→ 5, -4, -3, 1.1, -1, 0, 3, -16, 18
CC(C)CNc1cc(=O)n(C)c(=O)n1C
→ -14, 1, -3, -1.4, 0, 0, 12, -22, -12
N/C(=N\OC(=O)c1ccco1)c1ccccn1
→ -4, 4, 6, 0.9, 1, 1, 10, -3, 8
Cc1cc(C(=O)COC(=O)c2ccc[nH]c2=O)c(C)n1-c1ccccc1F
→ 12, 5, -9, 2.0, -2, nt, 4, -23, 26
Oc1c(C=C2N=c3ccccc3=N2)sc(=S)n1C1CCCC1
→ 8, 0, 0, 1.9, 9, -2, 1, -53, 16
O=C(COC(=O)CN1C(=O)C2CCCCC2C1=O)NC1CCS(=O)(=O)C1 (configuration not stated)
→ 15, -1, -11, 2.1, 0, 1, 2, -15, -21
CC1Cc2ccccc2N1C(=O)CSc1nnc(CNc2ccccc2)o1 (configuration not stated)
→ 3, 1, -9, 1.5, -2, -5, 3, -29, -3
COc1cc2cc(C)c(SCC(=O)N3CCOCC3)nc2cc1OC
→ 12, -2, -1, 0.1, 0, 9, 5, -3, 19
Cc1ccc2cc(C)c3nnc(SCC(=O)N4CCCc5ccccc54)n3c2c1C
→ -14, 0, -2, -1.8, -1, -2, 7, 3, -26
CN(C(=O)Nc1ccc(Cl)cc1Cl)C1CCCC1
→ -4, 2, -1, 1.6, 1, 2, 0, -6, -1
CCCCCn1c(=O)[nH]c2cc(C(=O)NCc3ccco3)ccc2c1=O
→ 10, 1, 6, 0.3, 2, -3, 4, 14, 9
Cc1ccc(C(C)NC(=O)c2ccco2)cc1C (configuration not stated)
→ -2, -6, -3, -1.8, -1, 1, 1, -6, -7
O=C(NCCNCc1cccs1)c1ccccc1F
→ -19, 3, -15, -0.3, 1, 2, 1, -3, -3
CC(NC(=O)c1ccc(F)cc1)c1ccc2c(c1)CCCC2 (configuration not stated)
→ -13, 0, -5, -1.1, 1, -2, 4, -7, -45
COc1ccc(-c2[nH]ncc2CN(C)CCCN2CCOCC2)cc1F
→ -16, -3, -1, 0.8, 1, 8, 2, -9, -5
COc1ccc(N2CCN(S(=O)(=O)c3ccc4c(c3)OCCO4)CC2)cc1
→ -15, 0, 2, 0.8, -1, 2, 6, -8, -10
CC(C)NC(=O)c1cc(-c2ccco2)on1
→ 4, 1, -7, 0.1, -3, -6, 1, -5, -20
Cc1cccc(N2CC34C=CC(O3)C(C(=O)O)C4C2=O)c1 (configuration not stated)
→ 0, -5, -4, -3.9, 0, -4, -2, -27, 3
COc1cc(/C=N/N(C)C)ccc1OC(=O)c1ccco1
→ 8, 3, -9, 0.8, -1, 4, 9, 1, 11
COC(=O)c1cc(-c2cccc(OC)c2)on1
→ -29, -3, 2, 0.7, 0, 27*, -3, 12, -38
C#CCOC(=O)CCCC(=O)NCCCCCCCC
→ -15, 4, -7, -0.1, -4, 8, -1, -4, -6
O=S(=O)(c1ccc(Cl)s1)N1CCCc2cccc(O)c21
→ -5, -2, -5, -3.8, 1, 4, 2, -20, 0
Nc1nc2n(n1)C(c1ccccc1Cl)CC(c1ccc(F)cc1)N2 (configuration not stated)
→ -8, -2, 5, -1.4, 2, 3, 4, 2, -9
O=C(CCCOc1ccc(Cl)cc1)N1CCOCC1
→ 6, 2, -11, 3.6, -2, -2, 2, -15, -9
COC(=O)c1c(NC(C)=O)sc(Cc2ccccc2)c1C
→ -7, 6, -11, -2.4, 0, 7, 1, -20, -27
Cc1cccc(OCCc2c(C)[nH]c(=S)[nH]c2=O)c1
→ 16, -1, -3, -1.5, 0, 10, 4, 1, 5
CNC(=O)CCc1[nH]c2ccccc2c1Sc1ccccc1
→ 26*, 2, -3, -1.6, -3, 2, 7, -3, 6
CC(C)(C)C(=O)NC(=S)NNC(=O)c1sc2ccccc2c1Cl
→ -6, 2, -4, 0.2, 0, 6, 4, -24, 1

(more compounds)
Each structure is followed by: NPY2 pot ag, Ba/F3 V617F tox, RBBP9 inhibitor, S1P4 ag, Runt-CBFb FRET, NPY Y1 blocker, BaF3 parental, S1P4 antagonist, NPY1 pot ag
O=C(COc1cccc(F)c1)Oc1ccc(C(=O)c2ccccc2)cc1
→ 0, -2, -8, 1.1, 1, 2, 0, -2, -16
CN(Cc1ccccc1)C(NC(=O)c1ccco1)C(Cl)(Cl)Cl (configuration not stated)
→ 2, 0, 1, 0.0, -1, 1, 3, 8, 0
O=C(O)/C=C/C(=O)Nc1ccc(-c2ccccc2)cc1
→ 1&-4, 0&0, 4&-6, -0.1&1.5, 2&2, -2, -1&6, 7&-3, 22&15
CCOc1ccc(S(=O)(=O)N2CCN(c3ccccc3F)CC2)c2cccnc12
→ 3, -1, -5, 3.2, -5, -3, -1, 7, -9
Cc1ccc(C)c(N2CCN(C(=O)CCn3c(=S)[nH]c4cc5c(cc4c3=O)OCO5)CC2)c1
→ -13, 0, -8, 0.2, -6, 5, 5, -1, -18
Cc1cc(OCC(=O)NCC(C)C)cc(C)c1Br
→ -7, -5, -9, -2.4, 1, 6, 3, -7, -16
Cc1cc2c(nc1C)CCCN2C[C@@H](C)O/N=C1/[C@H]2CCn3c(=O)n(-c4ccccc4)c(=O)n3[C@H]2[C@H](O)[C@@H]2O[C@H]12
→ -22, 2, -6, 0.8, 2, 1, 8, -18, -19
CCOc1ccc(-n2c(=O)c3sccc3n(CC(=O)Nc3cccc(OC)c3)c2=O)cc1
→ 19, -5, -2, -1.6, -1, 0, -3, -10, 15
O=C(/C=C/c1ccccc1Cl)N(Cc1ccc(Cl)cc1)C1CCS(=O)(=O)C1 (configuration not stated)
→ 14, -1, 1, 1.1, -2, 1, 5, 1, 11
Cc1ccc(C)c(NC(=S)NC(NC(=O)Cc2cccc3ccccc23)C(Cl)(Cl)Cl)c1 (configuration not stated)
→ 5, -4, -12, 3.5, -1, 0, 3, -11, -10
O=[N+]([O-])c1ccc(O)c(C=Nc2cccc3ncccc23)c1
→ -11, 7, -5, 2.3, nt, -1, 9, -3, -3
O=C(c1ccc2c(c1)OCCO2)C1CCN(S(=O)(=O)c2cccc(F)c2)CC1
→ 5, 2, -4, -1.6, 1, 9, 1, 2, 13
Cc1cc(C)c(C)c(OCCOCCN2CCOCC2)c1
→ -4, -1, -9, 0.3, 0, -4, 4, -22, -18
c1ccc(-c2n[nH]c3ccccc23)cc1
→ -7, 6, 1, -0.8, 0, 1, 7, -4, 5
Cc1ccc(C(=O)Nc2ccccc2C(=O)NC(Cc2ccccc2)C(=O)O)cc1 (configuration not stated)
→ -16, 0, 1, -1.8, 0, 4, 6, -6, -4
O=C(CSc1nnc2c(Cl)cc(Cl)cn12)N1CCN(c2ccc(F)cc2)CC1
→ -9, -1, -4, -1.4, -4, 2, 2, 4, 11
CN1CCN(C(=O)C2=C[C@@H](c3csc4ccccc34)C[C@@H](OCc3ccc(CO)cc3)O2)CC1
→ -42, 0, -6, 0.6, -3, 2, 3, 4, 3
CC(Oc1ccccc1)C(=O)Nc1ccc(S(=O)(=O)NCC2CCCO2)cc1 (configuration not stated)
→ -2, -3, -5, -2.7, 0, -2, 4, -14, 16
COc1ccc(C2c3ccc(O)cc3Oc3ncn(Cc4ccccc4)c(=N)c32)cc1OC (configuration not stated)
→ -3, 2, -4, 0.5, 6, nt, -1, -2, -13
Oc1ccccc1CNc1ccc2c(c1)OCCO2
→ 10, 3, 4, 2.7, 10, 0, 0, -4, 15
CC1=CC2=NC(=O)/C(=C\c3cc(C)n(-c4cccc(Cl)c4)c3C)C(=N)N2O1
→ 8, -1, -8, 1.4, -2, 0, 5, -18, 5
CCCNC(=O)CC1Sc2ccccc2NC1=O (configuration not stated)
→ -2, -4, -5, 1.3, 0, -3, 2, 1, -10
